MPTP block: inhibitors of mitochondrial permeability transition pore. isolated mouse mitochondria, Ca2+ swelling absorbance, 30 min. inhibition, % at 10 µM. 1.4% of 360,000 active. AID 602449;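 active = inhibition of 50% or more, scaled per plate between neutral and stimulator controls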;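 also: 0% = DMSO wells given calcium and 100% = 1 mM EGTA wells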
SENP7 inh: inhibitors of human SENP7 protease; AID 434973; 1.5% of 330,000 active; inhibition, % at 5 µM; recombinant SENP7, Z-RLRGG-aminoluciferin luminescence, 40 min;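 active = inhibition above about 50% at the single test dose, limit read from the data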;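 also: plate controls were DMSO with enzyme for no effect and no enzyme buffer wells for full effect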
Target sequence (Q9BQF6 706-1050 limits assumed): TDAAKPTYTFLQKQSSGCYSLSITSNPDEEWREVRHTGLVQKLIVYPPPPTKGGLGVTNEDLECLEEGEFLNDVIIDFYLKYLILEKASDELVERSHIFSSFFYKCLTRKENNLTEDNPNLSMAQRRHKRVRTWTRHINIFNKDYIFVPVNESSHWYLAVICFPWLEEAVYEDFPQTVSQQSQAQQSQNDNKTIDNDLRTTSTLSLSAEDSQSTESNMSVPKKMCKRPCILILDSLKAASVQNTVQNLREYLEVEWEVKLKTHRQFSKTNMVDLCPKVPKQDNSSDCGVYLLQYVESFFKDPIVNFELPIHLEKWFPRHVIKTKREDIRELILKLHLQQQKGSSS
NR3A LBD binder: modulators (binders) of human NR3A ligand-binding domain; NR3A LBD differential scanning fluorimetry, Tm shift; 0% = protein alone, 100% = glycine-bound protein; Tm shift relative to glycine control, % at 25 µM; 2.5% of 340,000 active; AID 1259313;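 active = melting temperature shift of at least 10% of the positive control shift, at one fixed dose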
SENP8 block: blocks human SENP8 cleavage of Nedd8 substrate; Q96LD8; recombinant SENP8, Nedd8 substrate fluorescence; inhibition, % at 20 µM; 0.64% of 360,000 active; AID 602440; in the data active = inhibition mostly above about 40%, no sharp cut-off; inactive = mostly below about 27%
Target sequence (Q96LD8 whole entry, looked up): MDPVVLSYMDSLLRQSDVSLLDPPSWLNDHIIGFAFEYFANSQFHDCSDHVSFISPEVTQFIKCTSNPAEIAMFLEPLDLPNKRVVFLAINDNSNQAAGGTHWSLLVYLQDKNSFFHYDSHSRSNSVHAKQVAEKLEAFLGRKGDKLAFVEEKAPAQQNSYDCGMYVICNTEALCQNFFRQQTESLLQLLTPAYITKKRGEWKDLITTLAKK
ATG4B inh: ATG4B (human) cysteine protease inhibition; Q9Y4P1; ATG4B cleavage of LC3-PLA2, NBD-HPC fluorescence, 1 h; inhibition, % at 8.33 µM; 0.51% of 340,000 active; AID 504462; in the data active = inhibition above about 40%
PfGluPho inh: PfG6PD (Plasmodium falciparum) enzyme inhibition; inhibition, % at 20 µM; PfGluPho enzyme, NADPH resazurin-diaphorase fluorescence; 0.78% of 350,000 active;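 active = inhibition reaching at least a set limit at 20 µM in the primary screen, cut at about 59% in these data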;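 also: 0% = DMSO wells with substrate and 100% = DMSO wells lacking glucose-6-phosphate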
HKDC1 inh: inhibitors of human hexokinase HKDC1; AID 493160; recombinant HKDC1, G6PDH/diaphorase resazurin coupled fluorescence; inhibition, % at 20 µM; Q2TB90; 0.16% of 340,000 active;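 active = inhibition above about 35% when tested at 20 µM, limit read from the data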;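 also: plate controls were DMSO wells with enzyme for no effect and DMSO wells lacking enzyme for full effect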
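test system = in-house recombinant HK5 (HKDC1) enzyme | amount = HKDC1 at 5 µg/mL | control set = DMSO-enzyme wells negative, buffer-substituted wells positive | compound = one dose of 20 µM, 1% DMSO | schedule = reaction time 90 min, room temperature, protected from light | technique = resorufin fluorescence at 613 nm | reagent = glucose with 1 mM ATP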
SENP6 block: SENP6 protease inhibition. Q9GZR1. Recombinant SENP6 catalytic domain, aminoluciferin luminescence. inhibition, % at 10 µM. 1.8% of 330,000 active. AID 2599;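 active = inhibition above about 50% at the single tested dose, limit read from the data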;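 also: plate controls were DMSO wells with enzyme for no effect and DMSO wells lacking enzyme for full effect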
Target sequence (Q9GZR1 628-1112 limits assumed): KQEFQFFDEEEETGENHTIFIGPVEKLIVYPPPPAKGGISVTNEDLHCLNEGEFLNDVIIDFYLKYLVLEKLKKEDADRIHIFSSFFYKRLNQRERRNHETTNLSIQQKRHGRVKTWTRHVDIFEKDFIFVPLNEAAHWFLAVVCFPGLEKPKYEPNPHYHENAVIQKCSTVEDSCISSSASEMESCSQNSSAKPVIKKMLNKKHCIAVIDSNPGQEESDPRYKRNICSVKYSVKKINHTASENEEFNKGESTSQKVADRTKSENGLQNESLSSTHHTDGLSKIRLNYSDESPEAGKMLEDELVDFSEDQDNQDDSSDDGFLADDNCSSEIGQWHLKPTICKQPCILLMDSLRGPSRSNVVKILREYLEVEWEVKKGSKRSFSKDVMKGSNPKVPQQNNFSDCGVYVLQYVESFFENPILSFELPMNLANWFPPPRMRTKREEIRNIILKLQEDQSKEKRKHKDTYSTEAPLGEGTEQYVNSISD
* = called active by the depositor; i = inactive; . = not tested or not shown.

#	smiles	MPTP block	SENP7 inh	NR3A LBD binder	SENP8 block
1	COc1ccc(/C=N/NC(=S)NCCc2ccccc2)cc1	0.0	8	-2	27
2	Cc1cc(C)c2sc(NC(=O)CN3C(=O)CCC3=O)nc2c1	1.4	7	-2	3
3	COC(=O)C1=C(C)N(Cc2ccccc2)C(=NCCCOC(C)C)N[C@H]1c1ccccc1	0.7	-5	-3	-16
4	COc1ccc(CSc2nnc(Cc3sc(-c4ccccc4)nc3-c3ccccc3)o2)cc1	3.5	-1	-1	-2
5	CCOc1cc(Br)c(COc2ccc(C)nc2[N+](=O)[O-])cc1OCC	-0.3	-5	-1	14
6	CCOCCCN(C(=O)Cn1nnc(-c2ccc(C)o2)n1)C(C(=O)NC1CCCC1)c1ccc(C)o1 (centres undefined)	1.6	1	-1	2
7	CCN(CC(=O)Nc1c(F)cccc1F)C(=O)/C=C/c1ccc(C)o1	-1.0	8	2	-5
8	O=C(CSc1nc2ccccc2[nH]1)c1ccccc1F	-1.0	47	-2	3
9	COC(=O)CCc1nc2c(C#N)c(-c3ccc(Cl)cc3)ccn2n1	-0.5	4	0	-158
10	CCOC(=O)N1CCN(C(=O)COC(=O)c2cc(Cl)cc(Cl)c2)CC1	-1.7	-13	-2	-11
11	CCC(C)N(CCNC(=O)c1ccc(NC2=NC3CS(=O)(=O)CC3S2)cc1)Cc1ccco1 (centres undefined)	-1.4	4	0	-2
12	S=C(Nc1ccc(Br)cc1)NC1CCCCC1	97*	2	3	11
13	CC(C)(C)[C@@H]1COC(=O)[C@@H](Cc2ccc(F)cc2)C/C=C\C[C@H](CC(=O)N(CCO)Cc2ccccc2)C(=O)N1	2.6	1	-2	27
14	CC(=O)Nc1ccc(NC(=O)c2ccc(COc3ccc(C)cc3)o2)cc1	3.5	-3	5	-1
15	CC1CCCCC1NC(=O)NC(=O)CCl (centres undefined)	0.7	-1	-21	11

#	ATG4B inh	PfGluPho inh	HKDC1 inh	SENP6 block
1	-9	27	0	13
2	-5	5	11	3
3	3	0	-6	-15
4	0	-1	9	-11
5	4	7	0	-5
6	10	3	2	-3
7	-1	9	-5	-21
8	2	31	-4	57*
9	-7	1	1	-9
10	-2	-13	6	7
11	-9	5	1	-6
12	18	0	4	1
13	-16	3	6	-9
14	-11	3	-4	14
15	7	-19	7	-16

(listing goes on)
#	smiles	MPTP block	SENP7 inh	NR3A LBD binder	SENP8 block
16	CCCCn1c(SCC(=O)c2ccc(O)c(O)c2)nc2ccsc2c1=O	52*	-7	25*	14
17	COC(CNC(=O)c1cc(-c2ccncc2)nc2ccc(S(=O)(=O)N3CCOCC3)cc12)OC	-0.7	9	-2	6
18	C=C1CN(CC(=O)OC)S(=O)(=O)c2ccccc21	0.8	-10	1	26
19	c1ccc(COc2nsnc2N2CCOCC2)cc1	-0.2	4	1	1
20	CCCCn1c(N)c(N2CCOCC2)c(=O)n(CC(=O)NC(C)c2ccccc2)c1=O (centres undefined)	-0.9	5	-3	-5
21	CCc1cc2ccccc2nc1SCC(=O)N1CCN(C(=O)c2ccco2)CC1	-4.4	.	-2	13
22	CCn1c(SCC(=O)Nc2nnc(C)s2)nnc1-c1ccncc1	-1.3	-1	-1	13
23	Clc1ccc(Cn2ncc3c(NCCN4CCOCC4)ncnc32)cc1	1.0	-2	-3	30
24	Cn1ccnc1SCc1cn2cc(Br)ccc2n1	-12	6	0	13
25	Cc1cccc(-n2c(=S)[nH]c3nc4c(cc3c2=O)COC(C)(C)C4)c1	0.8	1	-1	18
26	CCC(C)(C)NC(=O)c1cc(S(=O)(=O)N2CCc3ccccc32)cn1C	13	2	2	7
27	CCOC(=O)C1(Cc2ccc(OC)cc2)CCN(C(=O)C2CC(=O)N(C3CC3)C2)CC1 (centres undefined)	0.2	-7	1	9
28	COCCN1C(=O)N[C@@H](c2ccccc2)[C@@H](C(=O)OC)[C@H]1C	0.6	-1	-1	11
29	CC(OC(=O)c1cccc(-n2cnnn2)c1)C(=O)c1ccccc1 (centres undefined)	-1.2	-1	3	10
30	COc1c(C)cc(C(=O)C2CCCN(C(=O)c3cc(C)nc(C)n3)C2)cc1C (centres undefined)	0.0	0	-1	16

#	ATG4B inh	PfGluPho inh	HKDC1 inh	SENP6 block
16	8	-38	4	-10
17	-3	-9	-10	-4
18	-1	-9	2	-11
19	6	39	-5	2
20	7	17	-9	-14
21	-3	-6	-5	.
22	-2	-3	2	-1
23	8	-19	2	11
24	0	-4	-5	1
25	0	4	-3	-6
26	-3	16	0	-16
27	-14	11	-6	9
28	2	-24	-3	-15
29	-12	12	7	-2
30	-6	-4	-3	-12

The listing continues:
#	smiles	MPTP block	SENP7 inh	NR3A LBD binder	SENP8 block
31	CCOc1ccccc1CNC(=O)CCCn1ccc2cc(S(=O)(=O)N3CCCC3)ccc21	-2.2	-1	0	-2
32	CCN1CCN(C(=O)C2CCN(S(=O)(=O)N3CCC4(CC3)OCCO4)CC2)CC1	-1.5	-3	0	7
33	O=C(CC1C(=O)N(c2ccccc2)C(=S)N1c1ccccc1)c1ccc(Br)cc1 (centres undefined)	0.9	-2	-1	-1
34	CCN(CC)CC(C)OC(=O)c1ccccc1Cl (centres undefined)	-1.8	2	0	17
35	c1ccc(CCCN2CCOCC2)cc1	-1.0	-2	0	3
36	O=c1c2ccccc2sn1-c1ccccc1	5.4	23	3	9
37	CCc1ccc(NC(=O)c2ccc3nc(N)sc3c2)cc1	2.7	9	16*	-11
38	CCN1CCN(C(=O)c2ccc3c(=O)n(CCC4=CCCCC4)c(=O)[nH]c3c2)CC1	-0.9	-3	-1	-3
39	CN(C)C(=O)CSc1nc(-c2cccs2)c(-c2cccs2)[nH]1	1.1	-2	-3	-318
40	CC12C(=O)N(Cc3ccco3)C(=O)C1C1c3ccccc3C2c2ccccc21 (centres undefined)	-1.0	3	1	-5
41	Cc1ccc(/C(O)=C2/C(=O)C(=O)N(c3ccccn3)C2c2cccc([N+](=O)[O-])c2)cc1 (centres undefined)	1.9	-7	0	16
42	COc1ccc(CN(C)CC(=O)Nc2ccccc2C(=O)NC2CC2)cc1F	-2.5	4	0	12
43	c1ccc2c(c1)CCCN2Cc1nnnn1C1CCCC1	5.3	4	1	-6
44	CCCCn1nnc(NC(=O)c2ccc(-c3ccccc3)cc2)n1	-4.8	39	-1	-7
45	CC(OC(=O)c1ccc(Cl)nc1)C(=O)NC(C)(C)C (centres undefined)	-1.9	-5	-1	4

#	ATG4B inh	PfGluPho inh	HKDC1 inh	SENP6 block
31	-2	4	-3	-17
32	-4	15	-7	-3
33	-3	11	-3	-9
34	5	-19	-5	-10
35	5	-19	-6	1
36	-9	112*	-3	-16
37	2	2	-3	-30
38	-15	-9	0	-2
39	4	-8	-2	-8
40	-13	5	5	-15
41	-2	-20	-4	0
42	-8	11	-3	0
43	8	-3	-3	0
44	-5	6	-5	0
45	-11	1	-4	-1

(cont.)
#	smiles	MPTP block	SENP7 inh	NR3A LBD binder	SENP8 block
46	CCCCC(=O)Nc1nnc(CCc2ccccc2)s1	0.8	10	-1	-74
47	O=C(CSc1nnc2ccc(-c3ccccn3)nn12)Nc1ccccc1	-0.1	-10	1	-58
48	COc1cccc(NC(=O)CN(C)C(=O)c2ccc(N3CCOCC3)c([N+](=O)[O-])c2)c1	0.0	3	.	11
49	Cc1ccccc1NC(=O)C1(NC(=O)c2cccc(N3C(=O)CSC3c3ccccc3)c2)CCCCC1 (centres undefined)	0.4	-2	-4	3
50	O=C(OCc1csc(Nc2ccccc2)n1)c1ccc(Cl)cc1	-0.5	8	11*	12
51	CC(SCc1nc2sc3c(c2c(=O)[nH]1)CCCC3)C(=O)Nc1ccccn1 (centres undefined)	-2.2	7	5	i
52	Cc1c(Nc2cc(N3CCCC(C)C3)c3nonc3c2[N+](=O)[O-])c(=O)n(-c2ccccc2)n1C (centres undefined)	1.9	10	0	22
53	Cc1cccc(NC(=O)c2sc3nc(-c4ccc(F)cc4)cn3c2C)n1	1.8	4	-2	-201
54	O=C(Cc1ccccc1)NCc1n[nH]c(=S)n1-c1ccc(Br)cc1	-2.5	1	-1	7
55	COC(=O)c1ccc(COc2ccc(C)c(C)c2)o1	-0.6	3	0	10
56	O=C(Nc1cccc(O)c1)c1cc2nc(-c3ccccc3)cc(-c3ccccc3)n2n1	-3.8	-10	20*	-409
57	Cn1cnnc1SCC(=O)Nc1cc(S(=O)(=O)N2CCCCCC2)ccc1Cl	-0.6	-3	-3	16
58	COc1ccc(NC(=O)CC2C(=O)N(c3ccc(OC)cc3)C(=S)N2NC(=O)c2cccc(F)c2)cc1 (centres undefined)	2.5	-6	-1	6
59	CCOC(=O)c1ccc(NC(=S)NCCC2=CCCCC2)cc1	77*	2	13*	8
60	Cc1ccc(C)c(N2CCN(C(=O)c3ccc(CS(=O)(=O)c4ccccc4C)o3)CC2)c1	6.7	0	8	25

#	ATG4B inh	PfGluPho inh	HKDC1 inh	SENP6 block
46	-11	3	3	15
47	-6	27	2	-7
48	9	1	-5	-3
49	-16	4	0	0
50	-3	30	-3	-15
51	-1	10	-3	-1
52	3	23	3	8
53	-8	23	-7	16
54	9	25	5	7
55	3	13	-6	36
56	-9	23	-11	-19
57	3	-15	-9	-19
58	-4	-19	-12	-28
59	5	30	1	-2
60	20	11	-7	-3

Reprinted at random: four entries already listed, in no set order.
#	smiles	MPTP block	SENP7 inh	NR3A LBD binder	SENP8 block
46	CCCCC(=O)Nc1nnc(CCc2ccccc2)s1	0.8	10	-1	-74
48	COc1cccc(NC(=O)CN(C)C(=O)c2ccc(N3CCOCC3)c([N+](=O)[O-])c2)c1	0.0	3	.	11
49	Cc1ccccc1NC(=O)C1(NC(=O)c2cccc(N3C(=O)CSC3c3ccccc3)c2)CCCCC1 (centres undefined)	0.4	-2	-4	3
50	O=C(OCc1csc(Nc2ccccc2)n1)c1ccc(Cl)cc1	-0.5	8	11*	12

#	ATG4B inh	PfGluPho inh	HKDC1 inh	SENP6 block
46	-11	3	3	15
48	9	1	-5	-3
49	-16	4	0	0
50	-3	30	-3	-15

The list continues.
#	smiles	MPTP block	SENP7 inh	NR3A LBD binder	SENP8 block
61	CCN(CC)C(=O)CN(C#N)c1nc(NC(C)C)nc(NC(C)C)n1	0.0	2	3	10
62	COc1ccc(NC2CCCN(C(=O)c3cc4ncccn4n3)C2)cc1 (centres undefined)	0.2	-1	3	11
63	Nn1c(SCC(=O)NC2CCCc3ccccc32)nnc1-c1cccs1 (centres undefined)	-0.6	-6	0	4
64	Cc1ccc(C(=O)OCc2cn3ccccc3n2)cc1	2.5	6	0	17
65	COc1ccccc1Cn1nc(C(=O)O)c2ccccc2c1=O	-1.5	-2	0	11
66	CCOC(=O)CSc1ncccn1	0.4	-1	0	10
67	CCOCCCN(C)C1CCN(C(=O)c2oc3ccccc3c2NC(=O)Cc2ccc([N+](=O)[O-])cc2)CC1	-1.8	9	0	15
68	CC12CCC(C(=O)NCCCn3ccnc3)(OC1=O)C2(C)C (centres undefined)	-2.8	-8	1	23
69	COCCCNC(=O)c1ccc(Cn2c(=O)[nH]c3ccccc3c2=O)cc1	-0.6	6	0	14
70	CCOC(=O)c1c(O)c2ccccc2n(C)c1=O	-1.4	8	0	1
71	CCOC(=O)c1oc2cccc(O)c2c1CN(Cc1ccccc1)C(C)=O	-0.6	-5	-3	-94
72	Cc1csc(=O)n1CC(=O)OCC(=O)Nc1cc(Cl)ccc1[N+](=O)[O-]	-0.4	13	1	12
73	Cc1ccc(SCC(=O)Nc2nnc(C(C)(C)C)s2)cc1	-0.6	6	5	13

#	ATG4B inh	PfGluPho inh	HKDC1 inh	SENP6 block
61	-4	2	-6	4
62	-13	15	10	5
63	-6	8	1	1
64	7	4	6	5
65	-6	9	-2	19
66	-12	-8	-6	-27
67	4	-4	-1	-7
68	-11	-2	-7	3
69	-9	3	-2	-1
70	-3	13	10	-30
71	-3	3	-4	-20
72	-3	-6	-6	-2
73	5	-10	-4	-11

High-throughput results as filed in PubChem.

Not a hit list; any-hit rate near 6.9%.
